TCR-CD3 inh = inhibitors of human TCR-CD3 interaction; inhibition, % at 9.4 µM; TAMRA-labeled TCR probe fluorescence, biochemical; AID 651800; 0.37% of 360,000 active; in the data active means inhibition above about 19%;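 further: recombinant mutant TCR 2C K166C tagged with TAMRA read by polarization; 0% = receptor in buffer alone and 100% = receptor with positive control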
PG9 Ab binder = small molecules binding HIV-1 gp120 antibody PG9; TR-FRET gp120-PG9 antibody binding; inhibition, % at 6.7 µM; 0.43% of 360,000 active; AID 624416; in the data active means inhibition above about 8.5%
rCAG RNA binder = binds r(CAG) RNA repeats; r(CAG) RNA repeat, TO-PRO-1 dye displacement fluorescence; inhibition, % at 3 µM; 1.3% of 370,000 active; AID 651821;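 active means inhibition above the plate cutoff, the mean of all test compounds on that plate plus 3 SD, cut at about 35% in these data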;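 further: 0% = DMSO alone and 100% = 100 µM mitoxantrone as full dye displacement; higher means more dye released from RNA so lower well fluorescence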
UHRF1 MBD2 ctr = human UHRF1 methylated DNA binding inhibitors. UHRF1 binding to methylated oligo, TR-FRET. inhibition, % at 4.4 µM. 0.75% of 370,000 active; in the data active means inhibition above about 21%;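 further: UHRF1 SRA domain binding a hemimethylated CpG hairpin DNA probe; 0% = median of test compound wells and 100% = reference inhibitor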
HTRA1 inh = inhibitors of human serine peptidase HTRA1; recombinant HTRA1, FP-rhodamine activity-based probe, fluorescence polarization; inhibition, % at 5.96 µM; Q92743; 0.5% of 340,000 active; AID 504803; in the data active means inhibition above about 36%;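 further: 0% = enzyme with DMSO and 100% = wells lacking enzyme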
PRMT1 inh = blocks human protein arginine methyltransferase 1; inhibition, % at 2.79 µM; recombinant PRMT1, activity-based probe fluorescence polarization; Q99873; 1.3% of 370,000 active;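 active means inhibition above about 21% made by adding two undisclosed values, limit read from the data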
Target sequence (Q99873 whole entry, looked up): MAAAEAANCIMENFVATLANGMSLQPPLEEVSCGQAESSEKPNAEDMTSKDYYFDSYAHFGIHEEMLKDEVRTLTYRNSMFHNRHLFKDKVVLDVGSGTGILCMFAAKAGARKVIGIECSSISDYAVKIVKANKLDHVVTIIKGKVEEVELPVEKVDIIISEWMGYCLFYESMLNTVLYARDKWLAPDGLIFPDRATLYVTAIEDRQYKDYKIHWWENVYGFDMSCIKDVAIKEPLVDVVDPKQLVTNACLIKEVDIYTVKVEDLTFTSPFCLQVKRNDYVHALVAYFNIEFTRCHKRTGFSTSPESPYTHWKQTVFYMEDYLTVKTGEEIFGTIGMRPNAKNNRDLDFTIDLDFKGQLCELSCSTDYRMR
LEDGF integ inh = blocks HIV-1 LEDGF/p75-dependent DNA integration. inhibition, % at 3.7 µM. 0.64% of 370,000 active. TR-FRET IN-LEDGF/p75 DNA integration, Eu/Cy5;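 active means inhibition above the screen-wide mean plus 3 SD, cut at about 13% in these data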;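 further: signal is the Cy5 over europium emission ratio at 671 and 618 nm; 0% = plate median of compound wells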
ABHD4 inh = inhibits mouse alpha/beta hydrolase domain 4; purified mABHD4, FP-Rh probe fluorescence polarization; inhibition, % at 8.92 µM; 0.54% of 370,000 active; AID 720543;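 active means inhibition exceeding the mean over every tested compound plus 3 SD, cut at about 30% in these data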;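 further: 0% = plate median of compound wells and 100% = S159A mutant with DMSO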
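Assay system: Wild-type mouse ABHD4 protein | Medium: HEPES pH 7.0 buffer, 150 mM NaCl, 0.01% Pluronic F-127 | Incubation: Enzyme–compound pre-incubation 45 min, then probe 60 min, both 25 °C | Technique: Fluorescence polarization with parallel and perpendicular emission, 525/598 nm | Evaluation: % inhibition of FP-Rh probe binding versus controls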
MBD2 DNA inh = inhibitors of human MBD2 binding to methylated oligonucleotide. AID 686964. TR-FRET. inhibition, % at 4.4 µM. 0.31% of 370,000 active; in the data active means inhibition above about 13%
Rev-erbA mod = modulators of human Rev-erb alpha DNA binding; 0.79% of 370,000 active; AID 1259318; activity, % at 10 µM; P20393; Rev-erbα–FITC-DNA binding, fluorescence polarization, 90 min;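 active means activity above about 14%, limit read from the data; passing the limit was not always enough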;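 further: 0% = DMSO wells with 35 nM protein and 100% = DMSO wells with 750 nM protein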
Target sequence (P20393 whole entry, looked up): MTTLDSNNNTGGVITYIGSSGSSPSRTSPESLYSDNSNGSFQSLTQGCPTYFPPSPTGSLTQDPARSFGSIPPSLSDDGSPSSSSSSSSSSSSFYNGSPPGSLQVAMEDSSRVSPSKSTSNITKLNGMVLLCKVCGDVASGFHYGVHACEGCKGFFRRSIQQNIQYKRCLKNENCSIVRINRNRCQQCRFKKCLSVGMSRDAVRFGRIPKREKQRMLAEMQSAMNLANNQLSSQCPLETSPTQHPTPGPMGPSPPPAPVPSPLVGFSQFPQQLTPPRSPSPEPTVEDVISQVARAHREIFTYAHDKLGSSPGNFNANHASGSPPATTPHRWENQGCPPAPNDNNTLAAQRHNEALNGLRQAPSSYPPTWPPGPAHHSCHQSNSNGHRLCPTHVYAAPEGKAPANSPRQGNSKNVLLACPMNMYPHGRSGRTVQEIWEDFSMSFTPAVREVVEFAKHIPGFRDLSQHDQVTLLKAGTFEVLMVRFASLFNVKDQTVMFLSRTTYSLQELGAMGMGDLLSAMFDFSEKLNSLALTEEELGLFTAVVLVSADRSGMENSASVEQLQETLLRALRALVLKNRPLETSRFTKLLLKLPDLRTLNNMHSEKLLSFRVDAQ
Starred values were filed as active, the others as inactive; / = no result given. This is a subset, so the mix of outcomes need not match the whole.

SMILES | TCR-CD3 inh | PG9 Ab binder | rCAG RNA binder | UHRF1 MBD2 ctr | HTRA1 inh | PRMT1 inh | LEDGF integ inh | ABHD4 inh | MBD2 DNA inh | Rev-erbA mod
COc1cc2c(cc1OC)C(C(=O)NCC1COc3ccccc3O1)C(c1cccnc1)N(C)C2=O (stereo not drawn) | -4 | -0.9 | -2 | 1 | / | 0 | 0 | 0 | 4 | 0
COc1ccc(F)cc1S(=O)(=O)N1CCCCC1 | 4 | 1.4 | 0 | -1 | 7 | 2 | -2 | -3 | 0 | -1
COc1ccc(C(O)c2nc(-c3ccc(OC)nc3)cs2)cc1 (stereo not drawn) | -5 | 1.7 | 0 | -3 | / | -2 | -2 | 8 | -2 | 2
CC1(C(=O)Nc2ccc3c(c2)OCCO3)CSCC(=O)N1CCc1ccccc1F (stereo not drawn) | 3 | 0.0 | 3 | -1 | / | -2 | -1 | -7 | -2 | -5
Cc1ccccc1NC(=O)C1CCN(C2=NS(=O)(=O)c3ccccc32)CC1 | -3 | 0.3 | -3 | -1 | 4 | -3 | 5 | -2 | -3 | 2
CCC1CCCCN1C(=O)COc1ccc2c3c(c(=O)oc2c1)CCC3 (stereo not drawn) | 0 | -0.8 | -1 | -2 | 1 | 0 | 3 | 0 | -2 | 5
c1ccc(-c2nn3c(-c4ccccc4)nnc3s2)cc1 | -6 | 6.5 | 3 | -3 | 0 | 0 | 3 | 1 | -4 | 15
O=C(Nc1cc([N+](=O)[O-])ccc1N1CCCC1)c1cccs1 | 2 | -1.0 | -4 | -10 | 0 | -2 | -2 | -17 | -4 | 8
C[C@H](CO)N1C[C@H](C)[C@@H](CN(C)C(=O)NC2CCCCC2)Oc2c(NS(=O)(=O)c3ccc(F)cc3)cccc2C1=O | 0 | 0.6 | -1 | 0 | -6 | -2 | 0 | -2 | -1 | -7
Cc1ccc(N/N=C/C=C/c2ccco2)cc1 | 2 | -2.6 | 11 | 3 | 11 | 6 | 5 | 18 | -2 | 0
CSc1ncccc1C(=O)Nc1nccs1 | 5 | -1.8 | 2 | -1 | -1 | 0 | 2 | -1 | -1 | 9
O=C(CCNS(=O)(=O)c1ccccc1F)NC1CCCCCC1 | 3 | -0.6 | 2 | -1 | 2 | -1 | -2 | -1 | -2 | -10
COCCN(C(=O)CC1OC(=O)c2ccccc21)c1c(N)n(Cc2ccccc2)c(=O)[nH]c1=O (stereo not drawn) | 4 | 0.2 | 3 | 1 | 2 | 0 | -3 | 7 | -3 | -1
CCOc1ccc(OCc2ccc(C(=O)Nc3cccnc3)cc2)cc1 | -11 | 0.6 | 1 | -2 | -7 | -4 | -1 | -13 | 0 | -7
CCC(=O)N1CCN(c2ccc(NC(=S)NC(=O)C(C)C)cc2)CC1 | -5 | 0.8 | -3 | 7 | 1 | 4 | -4 | -6 | 2 | -2
COc1ccccc1OCc1csc(NC(=O)c2ccco2)n1 | 3 | 1.0 | 1 | 1 | -4 | 1 | 0 | -7 | -4 | -1
C=CC[n+]1c(-c2ccc(Cl)cc2Cl)csc1Nc1c(C)n(C)n(-c2ccccc2)c1=O | -1 | -3.7 | -6 | -1 | 6 | 1 | 2 | 3 | 0 | 0
COc1ccc(-c2ccc3[nH]c4c(c3c2)CCN2C[C@@H]([C@H](C)OC(=O)Nc3cc(Cl)cc(Cl)c3)[C@@H](N(C)C(=O)Nc3cc(Cl)cc(Cl)c3)C[C@@H]42)cc1 | -1 | 2.4 | 23 | 1 | -33 | 4 | -4 | 2 | 3 | 3
Cc1csc(NC(=O)CCc2c(C)nc3cc(-c4cccc(F)c4)nn3c2C)n1 | -10 | 0.2 | 1 | 0 | -1 | 2 | -3 | 2 | 0 | 8
O=C(/C(=C(\O)c1ccccc1)c1nc2ccccc2[nH]1)c1ccccc1 | -7 | 2.1 | -1 | 0 | 2 | 2 | 2 | -7 | 9 | -7
COC(CN(C)C(=O)c1ccc(CS(=O)(=O)c2ccccc2C)o1)OC | -2 | -1.5 | -3 | 12 | 5 | 2 | -2 | 1 | 3 | 3
Cc1nn(C)c(C)c1S(=O)(=O)N1CCc2ccccc21 | -7 | -3.1 | 1 | -1 | 3 | -1 | 0 | 3 | 1 | 3
COc1cc(CNC(C)(C)C)cc(Br)c1OCc1cccs1 | 2 | -0.7 | -1 | -3 | 2 | -1 | 6 | -5 | -3 | 5
O=C1c2ccccc2NC2(CCCCC2)N1N=C1CCCCC1 | 4 | -1.9 | 2 | 3 | 0 | 0 | 3 | 11 | -1 | -5
CCCCCC(=O)OC(CN1CCCCCC1)CN1CCCC1=O (stereo not drawn) | 2 | -0.7 | -3 | -3 | 1 | -2 | 4 | 0 | 2 | 0
CCOC(=O)[C@]12CCC=C1N(Cc1ccccc1)C(=O)[C@H](CC(=O)NCc1ccc(C)o1)C2 | -9 | -0.8 | 9 | 4 | / | 23* | -3 | -12 | 6 | -5
CC(C)C[C@@]12C(=O)N(c3cccc(F)c3)C(=O)N1[C@H](c1ccc(F)cc1)[C@@H]1C(=O)N(C3CCCCC3)C(=O)[C@@H]12 | 0 | 0.7 | 1 | -2 | -72 | 1 | -1 | 1 | 3 | 0
COc1ccccc1CNC(=O)C1(C)CCN1C(=O)Cc1ccc(-c2ccccc2)cc1 (stereo not drawn) | -9 | 0.8 | 2 | 2 | / | 6 | -6 | -9 | -1 | -1
COc1ccc(/C(N)=N/OC(=O)COc2ccccc2Cl)cc1 | 3 | 0.1 | 1 | 0 | -10 | 3 | 1 | -8 | 4 | 2
COc1ccc(C2C3=C(CC(C)(C)CC3=O)Nc3c2c(=O)n(C)c(=O)n3C)cc1OC (stereo not drawn) | -6 | -0.7 | -5 | 1 | 5 | 0 | 0 | 1 | 4 | -1
Cc1noc(NS(=O)(=O)c2ccc(N/C=C\C(=O)c3ccc4c(c3)OCO4)cc2)c1C | 8 | -1.6 | 44* | 4 | 4 | 0 | -3 | -11 | -1 | -4
CN(C)c1ccc2c(=O)c3ccccc3oc2n1 | 3 | -0.1 | 0 | -4 | / | -2 | 0 | 1 | -4 | 3
CCOc1ccc(NC(=O)C2C3CCC4C(CCC32)C4(Cl)Cl)cc1 (stereo not drawn) | 0 | -0.1 | -2 | 4 | -23 | 3 | 3 | -5 | 5 | -4
c1cnc2nc(CSc3ncn[nH]3)cn2c1 | 7 | 0.1 | -1 | -1 | -1 | 10 | 1 | 5 | 7 | 4
CC(=O)c1ccc(NC(=O)COC(=O)c2ccccc2Sc2ccccc2C#N)cc1 | 4 | -1.6 | 7 | -2 | -9 | -1 | -3 | -18 | -3 | 55*
Cc1cccc(C(=O)NC(=S)Nc2ccc(S(=O)(=O)N(C)c3ccccc3)cc2)c1 | 1 | -0.5 | 2 | -1 | -11 | -2 | -3 | 2 | 0 | 2
COc1ccc(N2C(=O)CSC2c2ccccc2[N+](=O)[O-])cc1 (stereo not drawn) | 11 | 0.2 | -2 | 3 | -3 | -2 | 0 | 3 | -1 | -1
Cc1ccc(S(=O)(=O)N2Cc3ccccc3CC2C(=O)NC(C)(C)C)cc1 (stereo not drawn) | -1 | -1.7 | -6 | 1 | -4 | 3 | 2 | 1 | 0 | -2
CCOC(=O)c1c(N)sc(C(=O)Nc2ccccc2F)c1C | -13 | 1.8 | 0 | 3 | -5 | 5 | -6 | 2 | 1 | 1
CC(=O)N(Cc1cc2ccccc2[nH]c1=O)c1ccc(C)cc1 | -8 | -1.2 | -7 | 0 | 0 | 3 | -3 | 10 | -2 | -2
Cc1cc(C)cc(N2C(=O)CC(n3ccnc3)C2=O)c1 (stereo not drawn) | -3 | -1.8 | 3 | -3 | -4 | 4 | -1 | -1 | -3 | -2
CCOc1ccc(C(C)=O)cc1Cn1nc(C(=O)O)c2ccccc2c1=O | 4 | 0.0 | -1 | -2 | -26 | -1 | 1 | 4 | -2 | 1
CN(C)c1cc(-c2ccc(Cl)cc2)oc(=O)c1Cl | 3 | -1.6 | 0 | -4 | -5 | 2 | -2 | -3 | 6 | -4
Cc1nn(C(C)C(=O)NCc2ccco2)c(C)c1[N+](=O)[O-] (stereo not drawn) | -4 | -0.1 | -3 | 1 | 6 | 0 | -3 | 1 | 3 | -1
CCN(CC(=O)Nc1c(F)cccc1F)C(=O)Cn1[nH]c(=O)c2ccccc2c1=O | -3 | 0.1 | -1 | -2 | 0 | -1 | 0 | 0 | -4 | -1

Arranged by count of non-hydrogen atoms (descending): part of the list above
SMILES | TCR-CD3 inh | PG9 Ab binder | rCAG RNA binder | UHRF1 MBD2 ctr | HTRA1 inh | PRMT1 inh | LEDGF integ inh | ABHD4 inh | MBD2 DNA inh | Rev-erbA mod
COc1ccccc1CNC(=O)C1(C)CCN1C(=O)Cc1ccc(-c2ccccc2)cc1 (stereo not drawn) | -9 | 0.8 | 2 | 2 | / | 6 | -6 | -9 | -1 | -1
CCN(CC(=O)Nc1c(F)cccc1F)C(=O)Cn1[nH]c(=O)c2ccccc2c1=O | -3 | 0.1 | -1 | -2 | 0 | -1 | 0 | 0 | -4 | -1
CCC1CCCCN1C(=O)COc1ccc2c3c(c(=O)oc2c1)CCC3 (stereo not drawn) | 0 | -0.8 | -1 | -2 | 1 | 0 | 3 | 0 | -2 | 5
CCC(=O)N1CCN(c2ccc(NC(=S)NC(=O)C(C)C)cc2)CC1 | -5 | 0.8 | -3 | 7 | 1 | 4 | -4 | -6 | 2 | -2
CCOc1ccc(NC(=O)C2C3CCC4C(CCC32)C4(Cl)Cl)cc1 (stereo not drawn) | 0 | -0.1 | -2 | 4 | -23 | 3 | 3 | -5 | 5 | -4
O=C(CCNS(=O)(=O)c1ccccc1F)NC1CCCCCC1 | 3 | -0.6 | 2 | -1 | 2 | -1 | -2 | -1 | -2 | -10
COc1cc(CNC(C)(C)C)cc(Br)c1OCc1cccs1 | 2 | -0.7 | -1 | -3 | 2 | -1 | 6 | -5 | -3 | 5
Cc1nn(C(C)C(=O)NCc2ccco2)c(C)c1[N+](=O)[O-] (stereo not drawn) | -4 | -0.1 | -3 | 1 | 6 | 0 | -3 | 1 | 3 | -1
Cc1nn(C)c(C)c1S(=O)(=O)N1CCc2ccccc21 | -7 | -3.1 | 1 | -1 | 3 | -1 | 0 | 3 | 1 | 3
CN(C)c1cc(-c2ccc(Cl)cc2)oc(=O)c1Cl | 3 | -1.6 | 0 | -4 | -5 | 2 | -2 | -3 | 6 | -4
Cc1ccc(N/N=C/C=C/c2ccco2)cc1 | 2 | -2.6 | 11 | 3 | 11 | 6 | 5 | 18 | -2 | 0
CSc1ncccc1C(=O)Nc1nccs1 | 5 | -1.8 | 2 | -1 | -1 | 0 | 2 | -1 | -1 | 9

Source: PubChem
